# Compound activity deposited in PubChem BioAssay by National Center for Advancing Translational Sciences (NCATS).
# Peg3 imprint: inducers of genomic imprint erasure in mouse ES cells; Potency, µM (top dose mostly 60.7 µM), for the others: at the highest dose activity change, positive = activation, hits mostly activators; mouse ES Peg3-LacZ reporter, beta-gal luminescence, 40 h; AID 1948; 110,000 compounds, 0.02% hits;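 note: 0% = negative control wells on the plate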
#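 Readout: BetaGlo luminescence (5 min, room temp) for LacZ from the normally silent maternal Peg3 allele in female Peg3LacZ-Neo ES cells. Cells 300/well, 40 h, 37C, 5% CO2. Data normalized per plate to negative controls.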
# IkB signaling: inhibitors of IkB signaling in ABC-DLBCL cells; ABC-DLBCL IkBa-CBG/CBR dual luciferase ratio, 4 h; response scale: scaled: untreated 0%, proteasome inhibitor 100%; Potency, µM (doses to about 57.1 µM), for inactives: at the highest dose IkBa stabilization activation; 110,000 compounds, 0.04% hits; active = well fitted curve in the direction sought with a large enough effect in the signal ratio, not every such curve was filed as active; inconclusive = small, poorly fitted or top-dose-only effect, or a change in a side signal; the % refers to the signal ratio;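 note: the direction sought is a rising ratio; 0% = basal untreated cells and 100% = reference inhibitor full response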
#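 Luminescence ratio of IκBα-fused green versus native red beetle luciferase in OCI-Ly3 cells, 4 h post-doxycycline with compound; red signal alone, scaled from basal (0%) to zero light (-100%), flagged nonspecific or cytotoxic effects.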
# p53ts 32C kill: kills p53ts cells at the permissive temperature. H1299-p53A138V at 32C, ATP luminescence viability, 24 h. Potency, µM (top dose mostly 46.1 µM), for inactives: top-dose activity change, negative = cytotoxicity, usual class: cytotoxic. 130,000 compounds, 0.93% hits. AID 924;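 note: 0% = DMSO and -100% = full killing by reference compound; nearly all actives have a fitted effect of over 55% in size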
#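 H1299-p53 A138V cells (temperature-sensitive p53) exposed 24 h to up to 46 uM compound at 32C, where p53 is wild-type in conformation. Viability read as ATP luminescence and normalised to DMSO and 100 uM tamoxifen. AC50 fitted with the Hill equation.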
# p53ts 39C kill: kills p53ts cells at the nonpermissive temperature | H1299-p53A138V viability at 39C, ATP luminescence, 24 h | Potency, µM (doses to about 46.1 µM), inactives show at the highest dose activity change, negative = cell killing, hits mostly cytotoxic | 130,000 compounds, 1.5% hits; note: nearly all actives have a fitted effect of over 55% in size
# Starred values were filed as active, the others as inactive; ? = inconclusive; . = no result given; [ ] = another dose, or the depositor's remark. Unless noted, calls come from the whole dose curve; as a rule, active = well fitted curve in the direction sought with a large enough effect; inconclusive = small, poorly fitted or top-dose-only effect, or another doubt; inactive = no such curve, though single readings can be large; an effect the other way counts as inactive or inconclusive. Unless noted, % is set by controls: 0 for no effect and ±100 for the full control effect; potency is the fitted concentration of half-maximal effect.
SMILES,Peg3 imprint,IkB signaling,p53ts 32C kill,p53ts 39C kill
Fc1ccc(CN2CCSCC2)cc1Br,12%,-1.6%,8%,-1%
c1ccc(OCCn2cnc3ccccc32)cc1,-21%,18%,5%,3%
COc1cccc(C2C(C(=O)c3cccs3)=C(O)C(=O)N2CCN(C)C)c1OC (stereo not drawn),19%,-1.1%,2%,4%
Nc1nnc(COc2ccc(Br)cc2Br)s1,-6%,4.6%,-18%,-18%
CCC(=O)N1CCN=C1SCc1ccccc1Cl,-18%,-0.6%,0%,18%
COc1ccc(CCNc2nc(-c3ccc(Cl)cc3)cc(C(F)(F)F)n2)cc1OC,-6%[10.9 µM],4.4%,-5%,-15%
Cn1cnc([N+](=O)[O-])c1Sc1nc(N)nc2c1ncn2[C@H]1C[C@H](O)[C@@H](CO)O1,3%[10.9 µM],3.7%[11.4 µM],-26%[9.22 µM],-23%[9.22 µM]
CCS(=O)(=O)c1ncc(N(Cc2ccccc2)Cc2ccco2)c(C(=O)Nc2cccc(Cl)c2C)n1,-6%[10.9 µM],?,4%,3%
O=C(c1ccc(Cl)cc1)n1nc(-c2cccnc2)nc1NCc1ccc(F)cc1,-11%[10.9 µM],?,13%,-8%
CCc1nc(C)cn1S(=O)(=O)c1cc(Br)ccc1OC,-12%,-1.2%,-12%,-9%
Cc1[nH]c2ccccc2c1SCCNC(=O)c1ccccc1F,5%[10.9 µM],?,-8%,2%
O=C1c2[nH]nc(-c3ccccc3O)c2C(c2ccc(Cl)cc2)N1Cc1ccco1 (stereo not drawn),-11%[10.9 µM],?,?,-96%
CCOC(=O)C1CCCN(c2ncnc3c2cnn3-c2ccc(Cl)cc2)C1 (stereo not drawn),-89%[inhibitor],?,-26%,?
COC(=O)c1cc(Cl)ccc1NC(=O)Cn1c(C)cc(C)c(C#N)c1=O,15%[10.9 µM],?,13%,18%
CCOc1ccc(Nc2nc3ccccc3c3nnc(CC)n23)cc1,-12%[10.9 µM],2.2%,-2%,-5%
O=C(CSc1nc(=O)n(Cc2ccncc2)c2c1CCC2)Nc1ccccc1,-7%[10.9 µM],?,-8%,-9%
COc1cccc(-n2nnnc2SCC(=O)NCc2ccco2)c1,-9%,1.1%,6%,-5%
COc1cccc(N2C(=O)C3CCCN3C2c2ccc(F)cc2)c1 (stereo not drawn),20%,0.8%,-12%,-6%
COC(=O)c1cc(Oc2ccc(C(=O)OC)cc2N)cc(C(=O)OC)c1,-6%,1.2%,7%,0%
CCCCNc1cc(NC(C)=O)cc2cc(OC)c(OC)cc12,-11%,?,-3%,-2%
CC(=O)[C@H](C(=N)C#N)C(=O)Nc1ccccc1,2%[10.9 µM],1.6%[11.4 µM],2%[9.22 µM],-5%[9.22 µM]
CC(C)Oc1ccc(CNC(=O)Cn2ncn3nc(-c4cccs4)cc3c2=O)cc1,-10%[10.9 µM],-1.3%,13%,-1%
COC(=O)c1ccccc1NC(=O)C1CCCN(c2nnc(C)c3c(C)n(-c4ccccc4)nc23)C1 (stereo not drawn),7%[10.9 µM],?,1%,?
CCOC(=O)CNC(=O)CSc1nnnn1-c1cc(C)ccc1C,-8%,-0.1%,-6%,-15%
c1ccc(-c2csc3ncn4cnnc4c23)cc1,-4%,0.8%,4%,-1%

# Rewritten tab-delimited: 2 of the compounds above.
Molecule	Peg3 imprint	IkB signaling	p53ts 32C kill	p53ts 39C kill
COC(=O)c1ccccc1NC(=O)C1CCCN(c2nnc(C)c3c(C)n(-c4ccccc4)nc23)C1 (stereo not drawn)	7%[10.9 µM]	?	1%	?
CCOC(=O)CNC(=O)CSc1nnnn1-c1cc(C)ccc1C	-8%	-0.1%	-6%	-15%

# Additional records follow:
SMILES,Peg3 imprint,IkB signaling,p53ts 32C kill,p53ts 39C kill
O=C(CCSCc1ccccc1Cl)N1CCN(c2ccc(F)cc2)CC1,-3%[10.9 µM],-2.7%,-6%,?
COc1ccc(C2c3[nH]c4ccccc4c3CCN2C(=O)CCC2CCCC2)cc1 (stereo not drawn),-8%[10.9 µM],?,?,-4%
CCOC(=O)N1CCC(NC(=O)c2cccnc2SC)CC1,-7%,0.3%,18%,-3%
CCOc1ccc(N(C(=O)c2ccc(OC)cc2)S(=O)(=O)c2ccc3c(c2)n(C)c(=O)n3C)cc1,-14%[10.9 µM],0.8%,-1%,-1%
COc1ccc(CNC(=O)C2CC=CCC2C(=O)O)cc1OC (stereo not drawn),8%,1.4%,-21%,11%
CC(C)Oc1ccc(CNC(=O)c2ccc3nc(Cc4ccccc4)oc3c2)cc1,-10%[10.9 µM],1.4%,-5%,?
COC(=O)c1cc2oc(C)cc2n1Cc1ccc(C)cc1,22%[10.9 µM],-1.2%,6%,-24%
O=C(Cn1ncc2c3ccccc3n(Cc3ccccc3F)c2c1=O)NC1CCCCCC1,-16%[10.9 µM],1.2%,-11%,7.9µM*
O=C(c1cccc(-n2cnnn2)c1)N1CCOCC1,-7%,0.0%,26%,16%
COc1ccc(S(=O)(=O)N2CCN(c3ccccc3)CC2)cc1-c1noc(C)n1,-9%[10.9 µM],1.0%,6%,-10%
CCCCCC(=O)Nc1ccc(N2CCN(CC)CC2)c(Cl)c1,-11%,1.1%,-22%,-15%
CCOC(=O)C1CCN(C(=O)CCc2ccccc2)CC1,-14%,1.2%,10%,4%
CCOC(=O)c1sc2ccc(S(=O)(=O)N3CCCCC3)cc2c1N,-14%,1.8%,6%,2%
Cc1cc(N2CCC(C(=O)NC3CC3)CC2)nc(-c2ccccc2)n1,8%,0.4%,7%,-1%
Fc1cnc(N2CCN(c3ccccc3)CC2)nc1N1CCN(c2ccccc2)CC1,-7%,1.4%,-10%,-9%
Cc1ccc(C2=Nc3ccccc3NC(c3ccncc3)=N2)cc1,-10%[10.9 µM],1.6%,4%,-10%
CC(C)C(=O)Nc1cccc(-c2nc3ccccc3o2)c1,-23%,5.1%,7%,-4%
Cn1c(=O)c2[nH]c(-c3ccccc3)c(O)c2n(C)c1=O,.,.,10%,13%
CCCS(=O)(=O)N1CCC(C(=O)NCCc2ccc(OC)c(OC)c2)CC1,-2%,-0.1%,0%,-3%
O=C(Nc1ccc(F)cc1F)c1noc2c1CCC2,-65%[inhibitor],4.0%,-25%,-23%
COc1ccc(-c2nc3cnc(Oc4ccccc4)nc3n(Cc3cccs3)c2=O)cc1,.,1.4%[11.4 µM],-15%,2%
COc1ccc(CN2COc3ccc4c(-c5ccccc5)cc(=O)oc4c3C2)cc1OC,-14%[10.9 µM],0.3%,12%,-1%
CC(=O)Oc1ccc2c(c1)CCC1C2CC[C@]2(C)C(OC(C)=O)CCC12 (stereo partly drawn),-20%,.,?,25µM*
O=C(NCC(c1cccnc1)N1CCN(c2ccc(F)cc2)CC1)c1cccc(Cl)c1 (stereo not drawn),-30%[inhibitor],?,-7%,-16%
CCN(CC)C(=O)CSc1nc(C)cc(-c2cccs2)c1C#N,-16%,0.5%,-6%,-6%

# More structures follow.
SMILES,Peg3 imprint,IkB signaling,p53ts 32C kill,p53ts 39C kill
CCOc1ccc(NC(=O)C2CCCN(c3nnc(-n4c(C)ccc4C)s3)C2)cc1 (stereo not drawn),3%[10.9 µM],0.8%,4%,0%
O/N=C1\CCCc2oc3c(c21)CCCC3,-5%,1.0%,4%,8%
CC#N,2%,2.2%,6%[1.84 µM],3%
COc1cc(N2CCCC2)c(OC)cc1/C=C(/C#N)c1ccc(F)cc1,.,.,10%,-20%
CCOC(=O)c1ccc(NC(=O)N2CCN(c3ccccn3)CC2)cc1,-12%,3.0%,1%,4%
CCCOc1ccc(N2C(=O)CC(NCc3cccs3)C2=O)cc1 (stereo not drawn),.,.,1%,18%
CC(=O)c1cccc(NC(=O)N2CCCc3ccccc32)c1,-15%,0.9%,3%,12%
CCOC(=O)C1CCN(C(=O)CN(c2ccc(Cl)c(C(F)(F)F)c2)S(C)(=O)=O)CC1,-16%,-5.1%,9%,-8%
CCC(=O)N1CCN(c2ccccc2NC(=O)c2cccc(C)c2)CC1,-18%,0.2%,11%,-2%
COc1cccc(C(=O)N(CN2CCCC2=O)c2ccccc2OC)c1,-7%,2.6%,0%,-1%
CCC(=O)N1c2ccccc2CC1C(=O)NCCCN1CCN(c2ccccc2)CC1 (stereo not drawn),-12%[10.9 µM],-1.8%,-3%,1%
CC(=O)N1CCCc2cc(S(=O)(=O)N3CCC(C(=O)NCCC(C)C)CC3)ccc21,-6%[10.9 µM],1.1%,-3%,-20%
CC(NC(=O)CSc1nc(-c2cccc(Cl)c2)nc2cc(=O)[nH]n12)c1nc2ccccc2n1C (stereo not drawn),-6%[10.9 µM],-0.5%,-3%,18%
CC(=O)NCCSC(=O)c1ccc(F)cc1,5%,8.5%,-9%,-8%
CCCC(CCC)C(=O)Nc1ccncc1,-11%,-0.3%,8%,16%
O=c1cnc2cnc(N3CCOCC3)nc2n1CCc1ccccc1,-2%,0.1%[11.4 µM],8%,2%
COc1ccc(CNC(=O)C(C#N)c2nc3ccccc3nc2N2CCN(C)CC2)cc1 (stereo not drawn),-11%,-0.9%,9%,-6%
O=C(COc1ccccc1)N1CCNC1=O,-16%,0.4%,3%,-6%
CCOc1cccc(CC(=O)N2CCc3c([nH]c4ccccc34)C2c2ccc(C)cc2)c1OCC (stereo not drawn),-2%[10.9 µM],-1.2%,5%,-15%
O=C1NC2(Nc3ccccc31)C(=O)Nc1ccccc12 (stereo not drawn),-3%,1.0%,-5%,5%
CC(=O)c1ncnn1CC(=O)c1ccc(Cl)cc1Cl,16%,0.7%,14%,-8%
FC(F)(F)c1ccc(CN2C[C@@H]3C(c4ccc(Cl)nc4)C4(c5cccnc5)CC3(C4)[C@H]2c2ccccc2)cc1 (stereo partly drawn),-16%,.,11%,19%
CCC(=O)Nc1nc2ccccc2n1CCN1CCOCC1,-8%,-0.2%,5%,0%
COc1ccccc1OCC(=O)NCC1(N2CCOCC2)CCCCC1,-1%[10.9 µM],?,3%,12%
COc1ccc(NC(=O)N2CCCC2C(=O)Nc2ccc(C)c(Cl)c2)cc1 (stereo not drawn),-1%,0.6%,3%,-15%

# Reprinted at random: five records from the list
SMILES,Peg3 imprint,IkB signaling,p53ts 32C kill,p53ts 39C kill
CCCC(CCC)C(=O)Nc1ccncc1,-11%,-0.3%,8%,16%
O=C1NC2(Nc3ccccc31)C(=O)Nc1ccccc12 (stereo not drawn),-3%,1.0%,-5%,5%
CCOc1ccc(NC(=O)C2CCCN(c3nnc(-n4c(C)ccc4C)s3)C2)cc1 (stereo not drawn),3%[10.9 µM],0.8%,4%,0%
Cn1cnc([N+](=O)[O-])c1Sc1nc(N)nc2c1ncn2[C@H]1C[C@H](O)[C@@H](CO)O1,3%[10.9 µM],3.7%[11.4 µM],-26%[9.22 µM],-23%[9.22 µM]
COc1ccccc1OCC(=O)NCC1(N2CCOCC2)CCCCC1,-1%[10.9 µM],?,3%,12%

# Additional entries
SMILES,Peg3 imprint,IkB signaling,p53ts 32C kill,p53ts 39C kill
Cc1ccc(Cn2c(=O)n(Cc3ccc(Cl)cc3)c(=O)c3cccnc32)cc1,5%[10.9 µM],-0.3%,3%,-13%
CC(C)(C)c1ccc(OCC(=O)Nc2ccc(S(=O)(=O)Nc3ncccn3)cc2)cc1,-6%[10.9 µM],0.1%,-15%,-24%
Cc1cc(C)nc(N2CCC(C(=O)Nc3ccc4c(c3)CCC4)CC2)n1,4%,0.6%,11%,6%
CC(C)(C)c1ccc(C(=O)Nc2nc3nc(-c4ccccc4)cc(=O)n3[nH]2)cc1,-6%[10.9 µM],-1.5%,3%,3%
Cn1cc(Cl)c(C(=O)OCC(=O)Nc2nc(-c3ccc(Br)cc3)cs2)n1,.,.,-13%,-13%
COCCCNC(=O)c1ccc(Cn2c(=O)c3ccccc3n(Cc3c(C)cc(C)cc3C)c2=O)cc1,5%[10.9 µM],-4.8%,8%,14%
COc1cccc(NC(=O)CSC2=Nc3ccccc3C3=NC(CCC(=O)NCCc4ccccc4)C(=O)N23)c1 (stereo not drawn),-18%[10.9 µM],1.0%,-3%,-16%
Cc1ccc(S(=O)(=O)N2CCN(C(=O)c3ccc(OCc4c(C)noc4C)cc3)CC2)cc1,-23%,1.7%,-1%,-10%
CCCC(=O)Nc1cccc(-c2cn3c(C)csc3n2)c1,10%[10.9 µM],2.0%,-9%,18%
O=C(Cc1cccs1)NC1CC(=O)N(c2ccc(Cl)cc2)C1 (stereo not drawn),7%[10.9 µM],-2.3%,2%,-10%
COc1cccc(-c2nccc(NCc3cccs3)n2)c1,-18%,1.6%[11.4 µM],?,13µM*

# Rows are unselected; 1.7% or so of the library scored in one or more.
